# GIRK2 activator – Activates human GIRK2-containing potassium channels. P48051. HEK293 GIRK2/NPY4 cells, thallium flux fluorescence. activation (% efficacy), % for hits at 37.5 µM. 34,000 tested, under 10 active. AID 1259324;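 active means primary screen hit, no activity in plain HEK293 cells, and in GIRK2-only cells above 5% efficacy rising with concentration; inactive means the rest, including fluorescent compounds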;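 further: efficacy is normalized control-subtracted fluorescence 15 s after thallium addition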
# Target sequence (P48051 whole entry, looked up): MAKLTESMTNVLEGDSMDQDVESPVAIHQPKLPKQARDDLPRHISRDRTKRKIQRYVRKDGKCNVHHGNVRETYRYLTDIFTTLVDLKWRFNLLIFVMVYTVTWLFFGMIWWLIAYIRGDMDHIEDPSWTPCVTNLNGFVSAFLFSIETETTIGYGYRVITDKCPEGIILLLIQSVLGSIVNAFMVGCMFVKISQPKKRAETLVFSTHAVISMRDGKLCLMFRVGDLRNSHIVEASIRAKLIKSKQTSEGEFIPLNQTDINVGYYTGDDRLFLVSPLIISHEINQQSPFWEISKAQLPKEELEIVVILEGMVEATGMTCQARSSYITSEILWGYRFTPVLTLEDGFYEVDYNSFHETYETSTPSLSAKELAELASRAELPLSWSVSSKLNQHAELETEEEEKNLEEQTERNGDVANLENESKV
# Calls only; i = inactive. Only part of the results is shown; the hit share may differ from the screen's.
SMILES,GIRK2 activator
CCOc1cccc2cc(C(=O)OCCn3c([N+](=O)[O-])cnc3C)c(=O)oc12,i
COC(=O)N1CCC(CNC(=O)c2ccc(F)cc2)CC1,i
COc1ccc(OC)c2sc(N3CCN(C(=O)c4ccn(C)n4)CC3)nc12,i
COCCNc1oc2c(c1-c1ccccc1[N+](=O)[O-])c(=O)oc1ccc(C)cc12,i
Nc1c(C(=O)NC2CCCCC2)sc(=S)n1-c1ccccc1F,i
COc1ccc(S(=O)(=O)CCC(=O)Nc2nc(-c3ccc(Cl)s3)cs2)cc1,i
COc1ccc(S(=O)(=O)CCC(=O)Nc2nc3ccc(Br)cc3s2)cc1,i
COc1ccccc1S(=O)(=O)NCC(O)(c1ccco1)C1CC1 (stereo not given),i
COc1ccc(NC(=O)C(=O)NCC2CCN(Cc3cccs3)CC2)cc1OC,i
CN1C(=O)N(C)C2(CCN(S(=O)(=O)c3ccc(OC(F)(F)F)cc3)CC2)C1=O,i
CCCOc1ccc(-c2csc(NC(=O)c3ccno3)n2)cc1,i
Cn1nc(C2CCCN(C(=O)Cc3cn(C)c4ccccc34)C2)n(-c2ccccc2)c1=O (stereo not given),i
O=C(Nc1nccs1)c1cc(N2C(=O)CCS2(=O)=O)ccc1Cl,i
CCc1ccc(S(=O)(=O)Nc2ccc3c(c2)N(C(=O)C2CCCC2)CC3)s1,i
CSc1ccccc1C(=O)NCC(C)(O)c1ccc2c(c1)OCO2 (stereo not given),i
O=C(NCC1(c2ccccc2)CCOCC1)c1cccc(C(F)(F)F)c1,i
O=C(Nc1cc(-c2cccs2)nn1CCO)c1nc2ccccc2s1,i
CC(C)C(=O)N1CCCc2ccc(NC(=O)C(=O)NCC3CCCO3)cc21 (stereo not given),i
c1ccc(CSc2nc3ccccc3[nH]2)nc1,i
Nc1nc(SCC(=O)NC2CCCC2)ncc1S(=O)(=O)c1cccs1,i
CCOC(=O)c1c(SC(C)C)nc(=O)[nH]c1C,i
O=C(COc1cccc2ccccc12)N1CCN(c2ccc3nnc(C4CC4)n3n2)CC1,i
CCCC(=O)NNC(=O)c1ccc(=O)n(Cc2ccc(Cl)cc2)c1,i
CC(C)(C#N)C(=O)N1CCCCCC1,i
O=S(=O)(c1cccs1)N1CCN(Cc2nnnn2-c2ccc(Cl)cc2)CC1,i
O=C(NCC1CCN(Cc2ccccc2)CC1)C(=O)Nc1ccc2c(c1)OCO2,i
O=C(O)c1ccc(NC2SC(=O)N(c3ccc(F)cc3)C2=O)cc1 (stereo not given),i
CCCCOc1ccc(C(=O)NCC2CCN(S(=O)(=O)C3CC3)CC2)cc1,i
CCc1ccc(NC(=O)CSc2nc3c(-c4ccccc4)c[nH]c3c(=O)n2C)cc1,i
COc1ccc(CCNC(=O)Nc2ccc3c(c2)CC(=O)N3)cc1,i
Cc1ccc(-n2nc(C)c(=O)c(-c3ccccc3)c2NC(=O)C(C)C)cc1,i
CCOc1ccc(-c2ccc(=O)n(CCNC(=O)NCc3ccccc3)n2)cc1,i
CC1CN(S(=O)(=O)c2c(Cl)cccc2Cl)CC(C)O1 (stereo not given),i
O=C(NCCCn1nc(-c2ccccc2)ccc1=O)c1ccc2ccccc2n1,i
CCCc1cc(=O)n(CC(=O)NCc2ccc(OC)cc2)cn1,i
CCOC(=O)C1CCN(C(=O)Cn2cnc(-c3ccc(OC)cc3)cc2=O)CC1,i
Cc1nn2c(Nc3ccncc3)cc(C(C)C)nc2c1-c1ccccc1,i
O=C(Cc1cc(-c2ccc3c(c2)OCO3)on1)Nc1ccc2c(c1)OCO2,i
COc1ccc(-c2noc(CSc3n[nH]c(=O)c4cc(-c5cccs5)nn34)n2)cc1OC,i
CCN1C(=O)Cc2cc(NC(=O)NCc3ccc(OC)c(OC)c3)ccc21,i
O=C(Nc1ccc(Cl)cc1Cl)c1ccc(N2CCCCS2(=O)=O)cc1,i
COC(=O)c1ccccc1NC(=O)CSc1ncnc2c1[nH]c1ccc(F)cc12,i
CCOC(=O)C1CCN(C(=O)c2snc(-c3ccc(OC)cc3)c2N)CC1,i
NC(=O)c1ccccc1NC(=O)Cc1cc(-c2cccs2)on1,i
COc1ccccc1NC(=O)Cn1c(=O)n(Cc2ccc3c(c2)OCO3)c(=O)c2oc3ccccc3c21,i

# Looked up by structure from above:
SMILES,GIRK2 activator
CCOc1ccc(-c2ccc(=O)n(CCNC(=O)NCc3ccccc3)n2)cc1,i
CCOC(=O)C1CCN(C(=O)c2snc(-c3ccc(OC)cc3)c2N)CC1,i

# (listing goes on)
SMILES,GIRK2 activator
COc1ccc(Nc2nc3c(c(=O)[nH]c(=O)n3C)n2CC(=O)O)cc1,i
O=C(Cc1ccc(NC(=O)CSCc2ccccc2)cc1)NCC(F)(F)F,i
Cc1ccccc1-c1nsc(SCC(=O)N2CCCCC2)n1,i
CC1CCCCN1c1ccc(N2CCN(C(=O)c3c[nH]c4ccccc34)CC2)nn1 (stereo not given),i
CCn1nc(C(=O)Nc2sc3c(c2C(N)=O)CCCCC3)cc1C,i
O=C(CSc1ccc(NC(=O)c2ccccc2)nn1)NCCc1ccccc1,i
COc1cc(NC(=O)Nc2ccc3c(c2)CC(=O)N3)cc(OC)c1OC,i
O=C(NCCCn1cccc1)c1ccno1,i
CCOc1ccccc1S(=O)(=O)N1CCC(Cn2ccnc2C)CC1,i
Cc1cccc(NC(=O)c2c(O)c3ccccc3[nH]c2=O)c1,i
Cc1ccc(NC(=O)c2cc3c(=O)n4ccccc4nc3s2)c(S(=O)(=O)N2CCCCC2)c1,i
O=C(CCCn1nc(-c2cccs2)ccc1=O)Nc1cccc2nsnc12,i
COCC(=O)N1CCCc2ccc(NC(=O)c3cn(C)nc3OC)cc21,i
COc1ccccc1CCNC(=O)Cn1nc(-c2ccc(OC)c(OC)c2)ccc1=O,i
COc1cccc(NS(=O)(=O)c2cccc(F)c2)c1,i
Cc1nc(NCCNC(=O)c2ccc(S(=O)(=O)N(C)C)cc2)cc(-n2ccnc2C)n1,i
COc1ccc(OCC(=O)Nn2cnc3c(cnn3-c3ccccc3)c2=O)cc1,i
COc1ccc2c(=O)c(Oc3ccc(C(=O)O)cc3)c(C)oc2c1,i
CN(C(=O)c1nc(-c2cnccn2)no1)C1CCCCC1,i
COc1ccc(NS(=O)(=O)c2ccc3c(c2)CCCC3)cc1N1CCCCC1=O,i
O=C(NCc1ccco1)c1csc(Nc2ccccc2)n1,i
Cn1cccc1C(O)CNC(=O)C(=O)Nc1ccc(OC(F)(F)F)cc1 (stereo not given),i
Cc1nc(-c2cccs2)c(CCC(=O)N(C)C2CCS(=O)(=O)C2)s1 (stereo not given),i
CCOC(=O)c1c(NC(=O)c2cc(C)nn2C)sc2c1CCN(CC)C2,i
CCCCOc1ccc(NC(=O)Nc2ccc3c(c2)N(C(=O)COC)CCC3)cc1,i
CCOc1ccccc1NC(=O)c1ccc(S(=O)(=O)c2ccc(Cl)cc2)nc1,i
O=C(NCC1(O)CCOCC1)C(=O)Nc1ccccc1C(F)(F)F,i
CCN1C(=O)NC2(CCN(S(=O)(=O)c3ccc(OC)c(OC)c3OC)CC2)C1=O,i
COc1ccc(NC(=O)c2cc(=O)c(OC)co2)c(OC)c1,i
O=C(c1cccs1)N(C(=O)N1CCCCC1)c1cccc(Cl)c1,i
CCOc1ccc(-c2ccc(=O)n(CCNC(=O)COc3ccc4c(c3)OCO4)n2)cc1,i
O=C(Cn1cnc(-c2cccs2)cc1=O)Nc1ccccc1Cl,i
Cc1[nH]c(=O)[nH]c(=O)c1CC(=O)Nc1cc2ccccc2oc1=O,i
CCOC(=O)c1csc(NC(=O)NCc2cccs2)n1,i
Cc1cc(NC(=O)CCCS(=O)(=O)c2ccc(Cl)cc2)on1,i
O=C(NCC1CCN(C(=O)/C=C/c2ccco2)CC1)C(=O)Nc1ccc(OC(F)(F)F)cc1,i
O=C(Cc1cc(-c2ccco2)on1)NCc1c(F)cccc1F,i
COc1ccc2c(CC(=O)N3CCN(C(=O)c4ccco4)CC3)cc(=O)oc2c1,i
CCOc1ccc(S(=O)(=O)N(Cc2cccn2C)C2CC2)cc1F,i
CCn1nc(C(=O)Nc2nc(-c3cccnc3)cs2)cc1C,i
Cc1ccc(N2C(=O)CCS2(=O)=O)cc1S(=O)(=O)NCc1ccccn1,i
CCCCNC(=O)c1nnn(-c2ccccc2)c1C(C)C,i
Cc1cc(C)n(CCN2CCCN(C(=O)c3cc(-c4ccccc4)n[nH]3)CC2)n1,i
O=C(Nn1cnc2c(cnn2-c2ccccc2)c1=O)c1cc(Cl)ccc1[N+](=O)[O-],i
Cc1cnn(C)c1C(=O)Nc1ccccc1-c1nc2ccccc2[nH]1,i

# Part of the list above, reformatted:
canonical_smiles	GIRK2 activator
COc1ccc(NC(=O)c2cc(=O)c(OC)co2)c(OC)c1	i
O=C(c1cccs1)N(C(=O)N1CCCCC1)c1cccc(Cl)c1	i
CCOc1ccc(-c2ccc(=O)n(CCNC(=O)COc3ccc4c(c3)OCO4)n2)cc1	i
O=C(Cn1cnc(-c2cccs2)cc1=O)Nc1ccccc1Cl	i
Cc1[nH]c(=O)[nH]c(=O)c1CC(=O)Nc1cc2ccccc2oc1=O	i
CCOC(=O)c1csc(NC(=O)NCc2cccs2)n1	i
Cc1cc(NC(=O)CCCS(=O)(=O)c2ccc(Cl)cc2)on1	i
O=C(NCC1CCN(C(=O)/C=C/c2ccco2)CC1)C(=O)Nc1ccc(OC(F)(F)F)cc1	i
O=C(Cc1cc(-c2ccco2)on1)NCc1c(F)cccc1F	i
COc1ccc2c(CC(=O)N3CCN(C(=O)c4ccco4)CC3)cc(=O)oc2c1	i
CCOc1ccc(S(=O)(=O)N(Cc2cccn2C)C2CC2)cc1F	i
CCn1nc(C(=O)Nc2nc(-c3cccnc3)cs2)cc1C	i
Cc1ccc(N2C(=O)CCS2(=O)=O)cc1S(=O)(=O)NCc1ccccn1	i
CCCCNC(=O)c1nnn(-c2ccccc2)c1C(C)C	i
Cc1cc(C)n(CCN2CCCN(C(=O)c3cc(-c4ccccc4)n[nH]3)CC2)n1	i
O=C(Nn1cnc2c(cnn2-c2ccccc2)c1=O)c1cc(Cl)ccc1[N+](=O)[O-]	i
Cc1cnn(C)c1C(=O)Nc1ccccc1-c1nc2ccccc2[nH]1	i

# More compounds.
SMILES,GIRK2 activator
CCNC(=O)C1Cc2ccccc2N1C(=O)c1ccccc1SCC (stereo not given),i
O=C(Cn1nc(-c2ccco2)c2sc(N3CCOCC3)nc2c1=O)NCc1ccc(F)cc1,i
COc1cc(N2CCN(C(=O)c3c(F)cccc3F)CC2)nc(OC)n1,i
CS(=O)(=O)N1CCCC(C(=O)Nc2cccc(-c3nc4ccccc4s3)c2)C1 (stereo not given),i
CCOC(=O)NCc1nc2ccccc2n1Cc1ccccc1F,i
Cc1ccc(S(=O)(=O)N2CCN(c3ccc4nnc(C5CC5)n4n3)CC2)c(C)c1,i
Cn1nnc2c(SCc3ccc(Cl)cc3Cl)ncnc21,i
O=C(Nc1ccc(F)c(C(F)(F)F)c1)C1CCN(C(=O)NC2CC2)CC1,i
O=C(Oc1ccccc1)N1CCC(CNS(=O)(=O)c2cccc3ccccc23)CC1,i
O=C(Nc1ccc(-c2ccc(N3CCCCC3)nn2)cc1)Nc1ccc2c(c1)OCO2,i
COc1cccc(NC(=O)c2ccc(=O)n(Cc3cccc([N+](=O)[O-])c3)c2)c1,i
CN(C)C(CNC(=O)NC(c1ccccc1)c1ccccc1)c1ccccc1 (stereo not given),i
COc1cccc(N(C(=O)C(F)(F)F)C2C=CS(=O)(=O)C2)c1 (stereo not given),i
CSc1ccccc1NC(=O)C(=O)NCC1CCN(c2ccccn2)CC1,i
COC(=O)c1cccc(NC(=O)c2nnn(-c3ccc(OC)cc3)c2C)c1,i
CCc1nnsc1C(=O)Nc1sc2c(c1C(=O)NCCc1ccccc1)CCCC2,i
CC1CCN(C(=O)C(=O)Nc2c3c(nn2-c2ccc(Cl)cc2)CSC3)CC1,i
Cc1nc(-c2ccccc2)sc1C(=O)N1CCN(c2ccc(-c3ccncc3)nn2)CC1,i
Nc1nc(-c2ccc3c(c2)OCCCO3)cs1,i
O=C(CN1N=NC2C(=O)N(c3ccc(Br)cc3)C(=O)C21)Nc1ccc(Cl)cc1 (stereo not given),i
COc1ccc(C)cc1S(=O)(=O)NCCCN1CCOC(c2ccccc2)C1 (stereo not given),i
COc1c(C)cc(S(=O)(=O)NCC2CCN(C(C)C)CC2)cc1C,i
Cn1nc(CNC(=O)CCC(=O)c2ccccc2)c2ccccc2c1=O,i
O=S(=O)(NCCOc1ccc(-c2ccc(F)cc2)nn1)c1ccccc1C(F)(F)F,i
CN(C)C(CNC(=O)NC1CCCCC1)c1cccn1C (stereo not given),i
CC1CCN(CC(=O)Nc2ccc(F)cc2)CC1,i
O=S(=O)(c1ccccc1)c1nc(-c2ccco2)oc1NCCCn1ccnc1,i
Cn1ccnc1N1CCN(CC(=O)Nc2cccc(F)c2)CC1,i
CN1CCN(n2c3c(c(SCC(=O)Nc4ccc(F)c(Cl)c4)nc2=O)CCCC3)CC1,i
CS(=O)(=O)N1CCCc2cc(NC(=O)c3cc4ccccc4oc3=O)ccc21,i
COc1ccc(-n2nc3c(c2NC(=O)C(=O)NC2CCCC2)CS(=O)(=O)C3)cc1,i
O=S(=O)(NCCNc1ccc(Nc2ccncc2)nn1)c1ccccc1F,i
CCS(=O)(=O)N1CCCc2cc(NC(=O)NCCc3ccccc3)ccc21,i
Cn1c(C(F)(F)F)nn(CCNC(=O)C(C)(C)C)c1=O,i
Cn1c(=O)n(CCCc2ccccc2)c(=O)c2c1nc1oc(-c3ccccc3)cn12,i
CC(=O)c1ccc(NC(=O)Cn2nc(-c3ccccc3C)ccc2=O)cc1,i
COCCNc1oc(-c2ccc(C)cc2)nc1S(=O)(=O)c1ccccc1,i
COc1ccc(N2CC(c3nc4ccccc4n3CC(=O)N3CCC(C)CC3)CC2=O)cc1 (stereo not given),i
O=C(NCC(O)c1ccc(C(F)(F)F)cc1)c1ccc(Br)o1 (stereo not given),i
O=C(NCC#CCN1CCc2ccccc2C1)c1ccccc1C(F)(F)F,i
CN1C(=O)C(C)(C)COc2cc(NC(=O)/C=C/c3ccc4c(c3)OCO4)ccc21,i
CCC(=O)N1CCc2ccc(NC(=O)Nc3ccccc3F)cc2C1,i
CCc1ccc2nc(N(Cc3ccccn3)C(=O)CCCS(=O)(=O)c3ccccc3)sc2c1,i
Cc1c(Cl)cccc1NC(=O)C(=O)NCCn1ccnc1C,i
O=C(Nc1cccc(-c2nc3ccccc3s2)c1)c1ccc(=O)oc1,i

# Compound activity as filed in PubChem BioAssay.
